# Compound activity (PubChem)
# Yp Topo-I inh = Yersinia pestis topoisomerase I inhibitors, primary screen, biochemical, cleavage product accumulation, plate reader, single point | DNA topoisomerase I (Yersinia pestis CO92) | Y. pestis Topo-I cleavage product accumulation | activity, % at 10 µM | hit rate 0.064% among 360,000 | AID 504884, 2011; in the data active = activity above about 50%, passing the limit was not always enough; also: inactives centre near 2
# PriA SSB inh = inhibitors of Klebsiella pneumoniae PriA binding to SSB C-terminal tail, primary screen, biochemical, AlphaScreen; PriA–SSB C-terminal tail interaction (Klebsiella pneumoniae); AlphaScreen SSBct-PriA binding, biotinylated peptide; inhibition, % at 33 µM; hit rate 0.6% among 430,000; in the data active = inhibition mostly above about 37%, no sharp cut-off; inactive = mostly below about 20%;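 also: plate controls were negative control peptide for no effect and reference peptide for full effect; strong numbers were not always called active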
# Rv3671c inh = Rv3671c serine protease inhibitors, primary screen, biochemical, fluorescence polarization, M. tuberculosis H37Rv | inhibition, % at 5.96 µM | AID 2606, 2010 | P9WHR9 | hit rate 0.048% among 320,000; in the data active = inhibition above about 38%;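 also: extracellular domain of Rv3671c used as enzyme; 0% = enzyme with DMSO and 100% = no enzyme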
# Target sequence (P9WHR9 whole entry, looked up, the tested form may be a part): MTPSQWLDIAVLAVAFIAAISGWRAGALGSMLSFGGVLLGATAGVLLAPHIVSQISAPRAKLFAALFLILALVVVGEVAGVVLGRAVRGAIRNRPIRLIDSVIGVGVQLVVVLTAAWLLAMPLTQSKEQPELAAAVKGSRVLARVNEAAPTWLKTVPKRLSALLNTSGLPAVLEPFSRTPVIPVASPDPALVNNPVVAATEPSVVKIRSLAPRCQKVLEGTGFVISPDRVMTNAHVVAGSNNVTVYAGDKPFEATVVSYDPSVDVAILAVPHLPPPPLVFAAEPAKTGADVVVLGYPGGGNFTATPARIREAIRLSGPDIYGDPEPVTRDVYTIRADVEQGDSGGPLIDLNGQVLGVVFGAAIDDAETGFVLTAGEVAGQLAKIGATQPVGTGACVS
# DUSP3 inh = VHR1 phosphatase inhibitors, primary screen, biochemical, absorbance, uHTS; Dual specificity protein phosphatase 3 (Homo sapiens), P51452; recombinant VHR phosphatase, pNPP absorbance; inhibition, % at 13.3 µM; hit rate 0.52% among 290,000; AID 1654, 2009; in the data active = inhibition above about 50%; also: some compounds called inactive have numbers as strong as hits
# Target sequence (P51452 whole entry, looked up): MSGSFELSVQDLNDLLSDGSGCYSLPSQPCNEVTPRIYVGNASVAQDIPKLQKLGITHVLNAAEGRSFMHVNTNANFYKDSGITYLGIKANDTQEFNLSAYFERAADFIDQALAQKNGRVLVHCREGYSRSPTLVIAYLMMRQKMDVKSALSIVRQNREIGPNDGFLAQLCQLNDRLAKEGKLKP
# TcdB GH inh = TcdB glycohydrolase inhibitors, primary screen, biochemical, single point, plate reader; Toxin B (Clostridioides difficile), P18177; inhibition, % at 9.99 µM; hit rate 0.24% among 350,000; TcdB glycohydrolase enzymatic assay; AID 652162, 2013; in the data active = inhibition above about 10%
# MazF activator = activators of E. coli MazEF toxin-antitoxin RNase, primary screen, biochemical, fluorescence, uHTS; Endoribonuclease toxin MazF (Escherichia coli (strain K12)), P0AE70; hit rate 0.32% among 350,000; FAM/BHQ RNA-DNA oligo cleavage fluorescence, 5 h; activation, % at 20 µM; AID 504720, 2011; in the data active = activation above about 50%
# Target sequence (P0AE70 whole entry, looked up): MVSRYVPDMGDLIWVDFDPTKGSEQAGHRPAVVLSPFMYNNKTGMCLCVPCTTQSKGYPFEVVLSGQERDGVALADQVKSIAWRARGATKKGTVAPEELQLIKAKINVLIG
# 3CLpro inhibitor = SARS-CoV 3CLpro protease inhibitors, primary screen, biochemical, quenched FRET; recombinant SARS-CoV 3CLpro, quenched FRET peptide cleavage; inhibition, % at 6 µM; hit rate 0.14% among 290,000; AID 1706, 2009; in the data active = inhibition above about 12%
# BH1578 lux ind = inducers of Vibrio cholerae quorum light production without autoinducers, primary screen, BH1578 luxS cqsA deficient, single point | activation, % at 18.7 µM | V. cholerae BH1578 lux reporter, luminescence, 6 h | hit rate 0.16% among 350,000; in the data active = activation mostly above about 9.7%, no sharp cut-off; also: not every result past the cut was called active; inactives centre near 0; reference of the scale not given here
# CCHF vOTU inh = CCHFV vOTU protease inhibitors, primary screen, biochemical, Pep-AMC substrate, fluorescence. Crimean-Congo hemorrhagic fever virus L polyprotein viral ovarian tumor (vOTU) protease …. inhibition, % at 11.5 µM. hit rate 0.55% among 370,000. AID 651958, 2012; in the data active = inhibition above about 30%; also: 0% = vehicle wells with enzyme and 100% = no enzyme wells
# PrPC TRFRET = inhibitors of human cell surface prion protein PrPC, primary screen, cell-based, TR-FRET; Major prion protein (Homo sapiens), P04156; TR-FRET read-out; inhibition, % at 13.8 µM; hit rate 0.43% among 370,000; in the data active = inhibition above about 24%; also: 0% = median of the test wells and 100% = reference compound wells
# * marks the source's active call; other numbers are inactive results; i = inactive; · = no result given; & = joins results of further samples. Only part of the results is shown. The share of hits here may be higher or lower than overall.
no.	molecule	Yp Topo-I inh	PriA SSB inh	Rv3671c inh	DUSP3 inh	TcdB GH inh
1	Cc1ccc(C(=O)N[C@@H](C)CN2C3=NC[C@@H](Cc4ccccc4)N3C[C@H]2Cc2ccc(O)cc2)cc1Br	·	28	13	10	3.6
2	O=C(CSc1cccc2cccnc12)Nc1cccc(S(=O)(=O)N2CCOCC2)c1	-3	6	-1	34	1.1
3	COc1ccc(N)cc1S(=O)(=O)Nc1ccccc1Cl	0	-2	4	2	1.7
4	COc1cccc(NC(=O)C(=O)NCCC2CCCCN2S(=O)(=O)c2ccccc2)c1 (stereo unspecified)	20	-4	1	·	7.4
5	Cc1onc(-c2ccccc2Cl)c1C(=O)N1CCOC12CCCCC2	42	-6	2	30	1.1
6	CCN1C(=O)N[C@H](c2ccccc2)C(C(C)=O)=C1C	-14	-29	3	·	-0.6
7	Clc1ccc(N2CCN(c3nc4nonc4nc3N3CCSCC3)CC2)nc1	0	6	1	18	1.1
8	CCOc1ccccc1OCCCC(=O)NNC(=O)c1cc(C)oc1C	-1	2	-9	·	1.7

no.	MazF activator	3CLpro inhibitor	BH1578 lux ind	CCHF vOTU inh	PrPC TRFRET
1	-24	-3	·	-10	-14
2	-33	-2	0.0	-8	-1
3	11	-1	0.5	4	9
4	5	·	-0.7	-1	7
5	8	-3	-0.3	4	0
6	3	·	i	4	-3
7	2	5	3.3	-9	-6
8	-1	·	i	1	-2

no.	molecule	Yp Topo-I inh	PriA SSB inh	Rv3671c inh	DUSP3 inh	TcdB GH inh
9	O=C(N/N=C/C=C/c1cccc([N+](=O)[O-])c1)c1ccncc1	-2	i	12	-5	0.3
10	O=C(CSc1ncn(-c2ccccc2)n1)N1CCN(c2ccccc2)CC1	-10	-18	-4	-25	·
11	CCCC[n+]1ccn(C2=C([O-])c3ccccc3C(=O)/C2=N\S(=O)(=O)c2ccccc2)c1	-8	·	-56	19	·
12	COc1cccc(CNC(=O)C(NS(=O)(=O)c2ccc3c(c2)CCN3C(C)=O)C(C)C)c1 (stereo unspecified)	-3	-4	5	-20	-0.7
13	c1ccc(CN2CCC3CC2c2ccc(N4CCOCC4)cc23)cc1 (stereo unspecified)	-3	·	·	·	-0.3
14	COc1ccc2c3c([nH]c2c1)C(C)=NCC3	-6	47	-4	16	0.7
15	Cc1ccc(OCC(=O)N/N=C\c2cccs2)c([N+](=O)[O-])c1	0	·	-7	-5	0.8
16	CCc1nc(N2CCN(C(=O)CCCl)CC2)c2c3c(sc2n1)CCCC3	15	·	·	·	-0.6

no.	MazF activator	3CLpro inhibitor	BH1578 lux ind	CCHF vOTU inh	PrPC TRFRET
9	-2	1	-0.6	1	5
10	2	-3	-0.3	5	3
11	8	1	i	58*	-69
12	5	6	i	0	-2
13	-4	·	-1.1	22	-3
14	-5	-1	-0.3	-158	-10
15	-3	-2	-0.5	-5	-1
16	7	·	i	-5	5

no.	molecule	Yp Topo-I inh	PriA SSB inh	Rv3671c inh	DUSP3 inh	TcdB GH inh
17	C[C@H](NC(=O)c1ccco1)C(=O)N1CCCC1	-11	-11	-2	5	0.7
18	CC(C)(C)NC(=O)C(c1ccncc1)N(Cc1cccs1)C(=O)c1csnn1 (stereo unspecified)	-1	-5	5	7	-1.8
19	COCCNC(=O)CN1CCC(NC(=O)Nc2ccccc2)CC1	10	-10	0	15	·
20	Cc1cc(Nc2ccccc2Cl)c2ccccc2n1	-1	-1	10	·	0.9
21	Cc1ccc(-c2cc3nc(-c4ccccc4)cc(N4CCC5(CC4)OCCO5)n3n2)cc1	-6	-12	-4	26	·
22	COC(=O)C1=C(C)N(Cc2ccccc2)C(=NCc2cc(OC)c(OC)c(OC)c2)N[C@H]1c1cccc(F)c1	1	11	6	13	·
23	O=c1sc2ccccc2c(N2CCN(c3ccccc3)CC2)c1[N+](=O)[O-]	3	0	2	34	-0.5
24	Cc1c(CCC(=O)NCCCN2CCCC2=O)c(=O)oc2c(C)c(O)ccc12	-6	-7	-1	9	4.3

no.	MazF activator	3CLpro inhibitor	BH1578 lux ind	CCHF vOTU inh	PrPC TRFRET
17	-15	-2	-0.2	9	-4
18	3	0	0.5	0	2
19	7	1	·	6	-6
20	9	·	i	-3	2
21	-9	5	-0.5	-6	-5
22	12	-7	i	·	·
23	-1	-5	0.4	-8	-6
24	8	0	-0.4	-286	-2

# A second format for some results above.
18	CC(C)(C)NC(=O)C(c1ccncc1)N(Cc1cccs1)C(=O)c1csnn1 (stereo unspecified)
  Yp Topo-I inh: -1
  PriA SSB inh: -5
  Rv3671c inh: 5
  DUSP3 inh: 7
  TcdB GH inh: -1.8
  MazF activator: 3
  3CLpro inhibitor: 0
  BH1578 lux ind: 0.5
  CCHF vOTU inh: 0
  PrPC TRFRET: 2
17	C[C@H](NC(=O)c1ccco1)C(=O)N1CCCC1
  Yp Topo-I inh: -11
  PriA SSB inh: -11
  Rv3671c inh: -2
  DUSP3 inh: 5
  TcdB GH inh: 0.7
  MazF activator: -15
  3CLpro inhibitor: -2
  BH1578 lux ind: -0.2
  CCHF vOTU inh: 9
  PrPC TRFRET: -4

# New compounds follow
no.	molecule	Yp Topo-I inh	PriA SSB inh	Rv3671c inh	DUSP3 inh	TcdB GH inh
25	Brc1ccc(-c2nnc(-c3cccnc3)o2)cc1	2	-3	-13	·	0.9
26	Cc1onc(-c2c(F)cccc2Cl)c1C(=O)NNC(=O)C1CCN(Cc2ccccc2)CC1	2	-6	-9	2	0.6
27	CC(CN1CCOCC1)C(C#N)(c1ccccc1)c1ccccc1 (stereo unspecified)	5	-16	·	·	-1.4
28	NN=C1c2ccccc2C(=O)C1C(=O)C(c1ccccc1)c1ccccc1 (stereo unspecified)	-25	-15	·	·	-3.1
29	CC(=O)NC(CC(=O)Nc1ccc(S(=O)(=O)N2CCCC2)cc1)c1ccccc1 (stereo unspecified)	-2	-4	1	2	·
30	CCC(=O)Nc1ccc2nc(C3CC3)n(Cc3ccc(C(C)(C)C)cc3)c(=O)c2c1	4	-5	-12	7	0.9
31	Clc1ccc(-c2nnc(SCc3cn4ccsc4n3)n2CC2CCCO2)cc1 (stereo unspecified)	0	2	1	15	·
32	Nc1c(-c2ccccc2)nc2ncccn12	·	-12	·	·	1.3

no.	MazF activator	3CLpro inhibitor	BH1578 lux ind	CCHF vOTU inh	PrPC TRFRET
25	1	·	-0.4	-18	5
26	5	-1	i	-3	-2
27	-13	·	·	-5	14
28	-57	·	0.8	29	8
29	0	0	-0.3	-16	7
30	-8	3	-0.5	-3	5
31	0	-2	-5.0	5	-5
32	·	·	·	3	-13

# Random excerpt: seven records from the list.
no.	molecule	Yp Topo-I inh	PriA SSB inh	Rv3671c inh	DUSP3 inh	TcdB GH inh
25	Brc1ccc(-c2nnc(-c3cccnc3)o2)cc1	2	-3	-13	·	0.9
27	CC(CN1CCOCC1)C(C#N)(c1ccccc1)c1ccccc1 (stereo unspecified)	5	-16	·	·	-1.4
30	CCC(=O)Nc1ccc2nc(C3CC3)n(Cc3ccc(C(C)(C)C)cc3)c(=O)c2c1	4	-5	-12	7	0.9
31	Clc1ccc(-c2nnc(SCc3cn4ccsc4n3)n2CC2CCCO2)cc1 (stereo unspecified)	0	2	1	15	·
26	Cc1onc(-c2c(F)cccc2Cl)c1C(=O)NNC(=O)C1CCN(Cc2ccccc2)CC1	2	-6	-9	2	0.6
29	CC(=O)NC(CC(=O)Nc1ccc(S(=O)(=O)N2CCCC2)cc1)c1ccccc1 (stereo unspecified)	-2	-4	1	2	·
32	Nc1c(-c2ccccc2)nc2ncccn12	·	-12	·	·	1.3

no.	MazF activator	3CLpro inhibitor	BH1578 lux ind	CCHF vOTU inh	PrPC TRFRET
25	1	·	-0.4	-18	5
27	-13	·	·	-5	14
30	-8	3	-0.5	-3	5
31	0	-2	-5.0	5	-5
26	5	-1	i	-3	-2
29	0	0	-0.3	-16	7
32	·	·	·	3	-13

# (listing goes on)
no.	molecule	Yp Topo-I inh	PriA SSB inh	Rv3671c inh	DUSP3 inh	TcdB GH inh
33	CCOC(=O)C1=C(C)OC(N)=C(C#N)C12C(=O)Nc1ccc(C)cc12 (stereo unspecified)	-10	-7	4	15	·
34	Cc1ccc(S(=O)(=O)NCCC(=O)N2CC(C)OC(C)C2)cc1C (stereo unspecified)	4	-5	5	·	0.0
35	CCc1cccc(NC(=O)CCS(=O)(=O)c2ccc(Br)cc2)c1	1	-19	5	-3	1.0
36	COc1ccc(NC(=O)Cc2cccs2)cc1S(=O)(=O)N1CCCCC1	0	7	-2	·	-5.7
37	Cc1cccc(S(=O)(=O)N2CCCc3ccccc32)c1	22	-46	-9	61	3.1
38	C/C(Cl)=C/Cn1c(NCCN(C)C)nc2c1c(=O)n(C)c(=O)n2C	-7	-7	-2	4	·
39	COc1ccccc1N1CCN(CC(=O)Nc2c(C)n(C)n(-c3ccccc3)c2=O)CC1	3	-2	-1	22	-1.5
40	COCCNCCCCOc1c(Cl)cc(C)cc1Br	0	-11	-3	0	·

no.	MazF activator	3CLpro inhibitor	BH1578 lux ind	CCHF vOTU inh	PrPC TRFRET
33	4	-2	-1.2	-6	-6
34	1	·	i	17	5
35	2	3	1.2	-8	3
36	-1	·	-2.9	-9	6
37	-4	-3	-1.5	4	13
38	1	2	4.8	10	6
39	3	3	0.4	5	3
40	0	-3	-7.1	-7	-3

no.	molecule	Yp Topo-I inh	PriA SSB inh	Rv3671c inh	DUSP3 inh	TcdB GH inh
41	CCn1ccnc1CN(C)Cc1nc(-c2ccc(C(=O)OC)cc2)no1	2	-13	-6	31	1.6
42	O=C1C2N=NN(CC(=O)N3N=C(c4ccccc4)CC3c3ccc([N+](=O)[O-])cc3)C2C(=O)N1c1ccccc1 (stereo unspecified)	·	·	-21	21	0.8
43	CCCn1c(=N)n(CC(=O)C(C)(C)C)c2ccccc21	1	7	-3	-2	·
44	CCC(=O)NC(NC(=S)Nc1ccc(S(N)(=O)=O)cc1)C(Cl)(Cl)Cl (stereo unspecified)	-4	-3	4	4	·
45	O=C1CCCC2=C1C(c1ccc(Cl)cc1)n1c(s/c(=C\c3ccc4ccncc4c3)c1=O)=N2 (stereo unspecified)	1	1	-20	15	·
46	C[C@H](CO)N1C[C@H](C)[C@@H](CN(C)S(=O)(=O)c2ccccc2C#N)OCc2cn(nn2)CCCC1=O	4	·	·	·	0.7&-0.4
47	FC(F)(F)c1ccc(Cl)c(NC(=S)N/N=C/c2ccccc2C(F)(F)F)c1	-1	·	-15	14	0.4
48	Cc1ccc(C(=O)N/C(=C\c2ccc(-c3ccc(Cl)cc3)o2)C(=O)NCCCN(C)C)cc1	-4	16	4	28	1.7
49	O=C(NN1CCCCC1)c1cccc2ccccc12	4	-2	8	12	1.7
50	Cc1noc(C)c1COc1ccc(C(=O)NCCc2ccc(F)cc2)cc1	-4	5	-1	·	1.6

no.	MazF activator	3CLpro inhibitor	BH1578 lux ind	CCHF vOTU inh	PrPC TRFRET
41	6	2	i	12	-9
42	·	2	·	-10	-19
43	4	-3	-0.7	10	-2
44	5	-2	i	-5	1
45	-44	-2	i	-23	-1
46	7	·	-0.3	-4	-8
47	5	-2	-0.3	-4	-3
48	15	0	-0.7	-10	-13
49	10	0	-0.4	-1	1
50	8	·	-1.6	-3	3
